IDE act = human IDE activators in live cells, primary screen, fluorescence polarization, HEK cells, FAbeta-B substrate. activation, % at 5.96 µM. hit rate 0.073% among 340,000. Insulin-degrading enzyme (Homo sapiens), P14735. AID 493087, 2011. FAbeta-B cleavage; 0% vehicle, 100% cell-free pure enzyme wells;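 active means activation above the mean of all tested compounds plus 3 SD, set per screening campaign, cut at about 17% in these data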
Target sequence (P14735 whole entry, looked up): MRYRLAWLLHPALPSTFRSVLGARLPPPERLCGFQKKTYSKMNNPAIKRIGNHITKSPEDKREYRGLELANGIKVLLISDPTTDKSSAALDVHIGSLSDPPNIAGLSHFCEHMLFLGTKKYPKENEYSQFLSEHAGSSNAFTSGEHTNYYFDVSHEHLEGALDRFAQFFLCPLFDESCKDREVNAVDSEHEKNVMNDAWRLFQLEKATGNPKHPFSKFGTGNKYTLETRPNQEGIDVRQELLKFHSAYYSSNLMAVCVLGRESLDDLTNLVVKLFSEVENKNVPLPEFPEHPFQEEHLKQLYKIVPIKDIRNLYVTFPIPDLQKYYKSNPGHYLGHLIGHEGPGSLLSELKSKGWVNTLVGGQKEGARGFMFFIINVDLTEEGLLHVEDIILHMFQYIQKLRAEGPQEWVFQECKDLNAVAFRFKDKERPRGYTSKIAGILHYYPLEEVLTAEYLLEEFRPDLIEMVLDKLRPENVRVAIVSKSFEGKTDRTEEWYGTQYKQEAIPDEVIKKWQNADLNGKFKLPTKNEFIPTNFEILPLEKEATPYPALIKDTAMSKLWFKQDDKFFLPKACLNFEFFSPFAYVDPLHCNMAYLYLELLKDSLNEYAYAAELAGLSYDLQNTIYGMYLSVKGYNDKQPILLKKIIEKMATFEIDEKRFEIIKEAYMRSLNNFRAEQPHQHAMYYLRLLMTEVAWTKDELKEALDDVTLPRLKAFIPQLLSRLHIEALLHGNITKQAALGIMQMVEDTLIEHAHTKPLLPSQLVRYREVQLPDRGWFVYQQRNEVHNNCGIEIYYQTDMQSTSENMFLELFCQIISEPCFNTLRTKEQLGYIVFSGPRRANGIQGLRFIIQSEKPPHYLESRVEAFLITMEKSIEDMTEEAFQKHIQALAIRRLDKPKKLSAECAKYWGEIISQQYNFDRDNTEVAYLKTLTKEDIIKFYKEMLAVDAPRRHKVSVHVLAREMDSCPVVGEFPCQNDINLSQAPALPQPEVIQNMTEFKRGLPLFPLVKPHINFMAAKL
IDE inh = human IDE inhibitors in live cells, primary screen, fluorescence polarization, HEK cells, FAbetaB substrate. FAbetaB cleavage. inhibition, % at 5.59 µM. hit rate 0.41% among 320,000;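 active means percent inhibition above the average of all tested compounds plus 3 SD, set per screening campaign, cut at about 16% in these data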;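 further: IDE supplied by intact live HEK cells; FP after avidin binding of uncleaved biotin substrate so inhibition keeps polarization high; 0% = DMSO wells and 100% = 60 µM reference IDE inhibitor Ii1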
* hit, by the source's call.

SMILES	IDE act	IDE inh
O=C(CCc1nc2ccccc2c(=O)[nH]1)N1CCN(S(=O)(=O)c2ccc(F)cc2)CC1	2	-2
CCOc1ccc(OCCOC(=O)CNC(=O)c2ccc(Cl)cc2Cl)cc1	3	11
COc1cccc(NC(=O)CN(C)C(=O)c2cc3c(s2)CCC(C)C3)c1 (stereo not drawn)	1	2
O=C1C=C(c2cc(C(F)(F)F)cc(C(F)(F)F)c2)C[C@@H](c2ccc3c(c2)OCO3)C1	1	-1
CCN(C(=O)/C=C/c1ccc(OC)cc1)C1CCS(=O)(=O)C1 (stereo not drawn)	2	6
NC(=O)c1ccc(SCC(=O)OCC(=O)N2CCCCC2)c([N+](=O)[O-])c1	4	-4
C[C@]1(OC(=O)/C=C/c2ccccc2)C[C@@H](O)[C@]2(O)C=CO[C@@H](O[C@@H]3O[C@H](CO)[C@@H](O)[C@H](O)[C@H]3O)[C@@H]21	-4	2
CCc1noc(C)c1C(=O)N1CCN(S(=O)(=O)c2cccc(C(F)(F)F)c2)CC1	14	5
Cc1cc(C)n2nc(SC(C)C(=O)N(C)C3CCCCC3)nc2n1 (stereo not drawn)	1	11
COCc1ccc(C(=O)N2CCN(CC(=O)N3CCCC3)CC2)cc1	-1	-4
COc1cccc(N2CCN(CC(=O)Nc3ccnn3C3CCCC3)CC2)c1	5	-3
O=C(CNC(=O)c1ccc(Cl)cc1)OCn1nnc2ccccc2c1=O	0	-1
O=C(CSc1nncs1)Nc1ccc(N2CCCCC2)cc1	8	-3
Cc1onc(-c2ccccc2)c1C(=O)Nc1cccc(S(=O)(=O)NC2=NCCC2)c1	1	0
CCCCN(Cc1ccc(C(=O)N[C@H](C(=O)O)C(C)C)cc1)C(=O)C(c1ccccc1)c1ccccc1	-10	4
O=C(COC(=O)c1ccccc1SCC(=O)N1CCCC1)Nc1ccc(OC(F)F)cc1	-5	6
CC1CC(C)CN(C(=O)COC(=O)c2cc(S(=O)(=O)N3CCOCC3)ccc2F)C1 (stereo not drawn)	3	-3
Nc1nnnn1/N=C/c1ccccc1O	10	1
O=C(N[C@H]1C/C=C\C[C@H](CC(=O)N(CCO)Cc2ccccc2)C(=O)N[C@@H](c2ccccc2)COC1=O)OCC1c2ccccc2-c2ccccc21	5	11
Cc1ccc(C(=O)Nc2cccc(S(=O)(=O)N3CCCCC3)c2)cc1[N+](=O)[O-]	5	-1
Cc1ccc(C)c(OCC(=O)NNC(=O)c2ccc(=O)[nH]c2)c1	7	-2
C=C(C)CNC(=S)N/N=C\c1ccc2c(c1)OCO2	9	1
COc1ccccc1-c1nc(SCC(=O)N2CCC(C(N)=O)CC2)n[nH]1	1	-3
Cn1c(N)c(C(=O)COC(=O)/C=C/c2ccccc2Cl)c(=O)n(C)c1=O	3	0

Some of the entries so far, in markdown:
| SMILES | IDE act | IDE inh |
| --- | --- | --- |
| O=C(COC(=O)c1ccccc1SCC(=O)N1CCCC1)Nc1ccc(OC(F)F)cc1 | -5 | 6 |
| Cn1c(N)c(C(=O)COC(=O)/C=C/c2ccccc2Cl)c(=O)n(C)c1=O | 3 | 0 |

Continued:
SMILES	IDE act	IDE inh
C=CCn1c(COc2ccc(F)cc2)nnc1SC(C)C(=O)NCC1CCCO1 (stereo not drawn)	-6	0
CSCCC(NS(=O)(=O)c1ccccc1F)C(=O)NCC(c1ccco1)N(C)C (stereo not drawn)	-3	3
COC(=O)c1ccc(NC(=O)CN2C(=O)NC3(CCC(C)CC3)C2=O)cc1 (stereo not drawn)	0	1
COc1ccccc1CNC(=O)COC(=O)c1ccc(C)s1	5	0
O=C(OCC(=O)N1CCCCC1)c1ccc2ccccc2n1	3	-4
Cc1ccc(S(=O)(=O)N2CC(O)CC2C(=O)OCC(=O)Nc2ccc([N+](=O)[O-])cc2C(F)(F)F)cc1C (stereo not drawn)	8	2
COc1cccc(C2(C)NC(=O)N(CC(=O)c3cc(C)n(C4CC4)c3C)C2=O)c1 (stereo not drawn)	2	0
O=C(Nc1ccc(S(=O)(=O)N2CCOCC2)cc1)C1CCN(S(=O)(=O)c2ccc(F)cc2)CC1	7	-3
CCC(C)N(C(=O)CSc1ncnc2c1cnn2-c1ccccc1)C1CCS(=O)(=O)C1 (stereo not drawn)	7	-5
COc1ccc(C(=O)COC(=O)CCNS(=O)(=O)c2ccc(NC(C)=O)cc2)c(OC)c1	6	1
C[C@H](CO)N1C[C@H](C)[C@@H](CN(C)S(=O)(=O)c2ccccc2)Oc2c(NC(=O)Cc3ccccc3)cccc2C1=O	-1	-2
O=C1[C@H]2[C@@H](c3ccc(Cl)cc3)N3C(=O)N(c4cccc(Cl)c4)C(=O)[C@@]3(Cc3ccccc3)[C@H]2C(=O)N1C1CCCCC1	2	0
COc1ccc(C2=CC(=O)CC(C)(C)C2)cc1	3	-8
CC(C)NC(=O)Nc1ccc2c(c1)C(=O)N([C@H](C)CO)C[C@H](C)[C@@H](CN(C)C(=O)Nc1ccc3c(c1)OCO3)O2	7	-5
O=C(NCC(c1ccco1)N1CCN(c2ccccc2F)CC1)C(=O)NC1CCCC1 (stereo not drawn)	1	4
COc1ccc(CCNC(=O)c2ccc(S(=O)(=O)N3CCCCC3)cc2)cc1	-1	3
O=C(COC(=O)c1ccco1)Nc1ccc([N+](=O)[O-])cc1Cl	3	5
CC(C)NC(=O)N(C)C[C@H]1Oc2c(NC(=O)C3CC3)cccc2C(=O)N([C@H](C)CO)C[C@@H]1C	-3	6
CCC1(C)NC(=O)N(CC(=O)N2CCC(Cc3ccccc3)CC2)C1=O (stereo not drawn)	2	-6
O=C1N[C@@H](Cc2ccccc2)COC(=O)[C@@H](Cc2ccc(F)cc2)CC/C=C/C[C@H]1CC(=O)N(CCO)Cc1ccccc1	0	-2
C[C@@H]1CN([C@H](C)CO)C(=O)c2cccc(NC(=O)Nc3ccc(C(F)(F)F)cc3)c2O[C@H]1CN(C)S(=O)(=O)c1cccs1	2	0
Cc1cccc(NC(=O)c2nc[nH]c2C(=O)N(C)Cc2ccccc2)c1	3	2
CCOC(=O)C1CCN(C(=O)COc2ccc3c(C)cc(=O)oc3c2)CC1	5	3
Cc1ccc(N(Cc2ccccc2)C(=O)c2cc(S(=O)(=O)N3CCOCC3)ccc2Cl)cc1	-1	-1
O=C(Cn1ccc(NC(=O)OCc2ccccc2)nc1=O)NCCN1CCOCC1	-2	0
CN(c1ccccc1)S(=O)(=O)c1cccc(NC(=O)CN2C(=O)NC3(CCCCC3)C2=O)c1	7	2
CC(C)(OC(=O)c1cccs1)c1cc2ccccc2c(=O)o1	4	1
COc1ccccc1/C=C/C(=O)N1CCN(S(=O)(=O)c2cccs2)CC1	-1	-1
CN(C(=O)CSc1nc2ccccc2o1)C1CCS(=O)(=O)C1 (stereo not drawn)	-1	-4
COc1ccc(S(=O)(=O)Nc2ccccc2C(=O)NC2CC2)cc1NC(C)=O	1	-2
Cc1cccc(CC(=O)NC2CCS(=O)(=O)C2)c1 (stereo not drawn)	6	8
O=[N+]([O-])c1ccccc1CNCCCCCO	1	6
CC(=O)c1cc2c(cc1NC(=O)Cn1cnc3ccccc3c1=O)OCO2	2	-5
NC(=O)c1ccc(NC(=O)COC(=O)CC2Sc3ccccc3NC2=O)cc1 (stereo not drawn)	2	5
Cc1cc(F)ccc1NC(=O)Cn1c(C)csc1=O	1	0
C[C@H](CO)N1C[C@H](C)[C@@H](CN(C)C(=O)NC2CCCCC2)Oc2c(NS(=O)(=O)c3ccc(F)cc3)cccc2C1=O	0	2
CCOC(=O)C1=C(C)Nc2ccccc2N=C1NC(=O)c1cc(C)on1	8	-4
Cc1cccc(C)c1NC(=O)CN(C)C(=O)c1cccc(-n2cccc2)c1	4	3
CC(NC(=O)COC(=O)CN1C(=O)C2CCCCC2C1=O)c1ccccc1 (stereo not drawn)	0	-4
C[C@H](CO)N1C[C@H](C)[C@@H](CN(C)C(=O)Nc2ccc3c(c2)OCO3)Oc2c(NC(=O)Nc3ccccc3)cccc2C1=O	4	1
C=CCn1c(SC(C)C(=O)Nc2ccc(F)c(F)c2F)nnc1C1CC1 (stereo not drawn)	1	-7
Cc1ccc(NC(=O)COC(=O)c2ccc[n+]([O-])c2)c(Br)c1	6	0
COc1ccc(S(=O)(=O)N2CCCCCC2)cc1C(=O)N1CCCC(C(F)(F)F)C1 (stereo not drawn)	2	2
CC(C)(C)OC(=O)C[C@H]1C/C=C\C[C@H](CC(=O)N(CCO)Cc2ccccc2)C(=O)NC[C@H](c2ccccc2)OC1=O	-2	0
CCN(C[C@H]1N[C@@](C)(C(=O)OC)[C@H]2C(=O)N(C)C(=O)[C@@H]12)S(=O)(=O)c1ccc(-c2ccccc2)cc1	-6	1
CCOc1ccc(N2CC(C(=O)N3CCN(c4ccccn4)CC3)CC2=O)cc1 (stereo not drawn)	3	5
CC12CCC(=O)N1C(C(=O)N1CCN(c3ccc([N+](=O)[O-])cc3)CC1)CS2 (stereo not drawn)	-5	1
C[C@@]12C(=O)Nc3ccc(Cl)cc3C(=O)N1[C@H]1c3cc(Cl)ccc3OC[C@@H]1[C@@H]2c1ccccc1	-4	7

4 entries from above, as labelled records.
CC(C)(C)OC(=O)C[C@H]1C/C=C\C[C@H](CC(=O)N(CCO)Cc2ccccc2)C(=O)NC[C@H](c2ccccc2)OC1=O
  IDE act: -2; IDE inh: 0
CCN(C[C@H]1N[C@@](C)(C(=O)OC)[C@H]2C(=O)N(C)C(=O)[C@@H]12)S(=O)(=O)c1ccc(-c2ccccc2)cc1
  IDE act: -6; IDE inh: 1
CCOc1ccc(N2CC(C(=O)N3CCN(c4ccccn4)CC3)CC2=O)cc1 (stereo not drawn)
  IDE act: 3; IDE inh: 5
CC12CCC(=O)N1C(C(=O)N1CCN(c3ccc([N+](=O)[O-])cc3)CC1)CS2 (stereo not drawn)
  IDE act: -5; IDE inh: 1

(cont.)
SMILES	IDE act	IDE inh
Cc1nc2ccccc2c(=O)n1-c1ccc(NS(=O)(=O)c2ccc(F)cc2)cc1	-9	22*
CC1CCN(C(=O)COC(=O)c2n[nH]c(=O)c3ccccc23)CC1	1	3
CC1(C)NC(=O)N(CC(=O)OCC(=O)c2ccc(Br)s2)C1=O	1	7
O=C(CN(Cc1ccco1)C(=O)c1ccc(F)cc1F)Nc1ccccc1C(F)(F)F	5	-1
Cc1ccccc1CN(C)C(=O)COC(=O)CSc1ccc([N+](=O)[O-])cc1	-1	-2
Cc1noc(C)c1COc1ccccc1C(=O)N(C)CC(=O)Nc1cccc(F)c1	2	6
O=C(COc1ccccc1)N(Cc1nnc(-c2ccccc2Cl)o1)C1CC1	-2	9
Cc1ccc(S(=O)(=O)N2CCN(C(=O)c3n[nH]c(=O)c4ccccc34)CC2)c(C)c1	-9	-1
Cc1ccc(CSc2nnc(-c3cccc4ccccc34)o2)cc1	2	1
CC(C)(C)OC(=O)NC1CNNC1=O (stereo not drawn)	7	1
COc1ccc(NC(=O)c2ccc3c(c2)C(=O)N(Cc2ccncc2)C3=O)cc1S(N)(=O)=O	-1	1
N#Cc1cccc(NC(=O)CN2C(=O)NC3(CCCCCC3)C2=O)c1	3	1
O=C(COn1nnc2ccc(S(=O)(=O)N3CCOCC3)cc21)NCCc1ccccc1	2	1
CCC(CO)Oc1cc(NC(=O)c2ccccc2Cl)c2ncn(C(C)C)c2c1 (stereo not drawn)	0	5
CCN(c1ccccc1)S(=O)(=O)c1ccc(Oc2ccccc2C(C)=O)nc1	4	1
CN(C(=O)CSc1nnc(-c2cccs2)n1N)c1ccccc1	6	-1
CCOc1ccccc1/C=N/NC(=O)C[n+]1ccccc1	4	-2

Whole records, quoted from the list. Values in the order: IDE act, IDE inh
Entry for `O=C(COn1nnc2ccc(S(=O)(=O)N3CCOCC3)cc21)NCCc1ccccc1` : 2, 1
Entry for `CN(C(=O)CSc1nnc(-c2cccs2)n1N)c1ccccc1` : 6, -1
Entry for `CCN(c1ccccc1)S(=O)(=O)c1ccc(Oc2ccccc2C(C)=O)nc1` : 4, 1
Entry for `CCOc1ccccc1/C=N/NC(=O)C[n+]1ccccc1` : 4, -2

From PubChem BioAssay

A portion of the library (hit frequency here may not be typical).
